# Compound activity (PubChem)
# hcDAF-12 act = H. contortus DAF-12 nuclear receptor activators, primary screen, cell-based, luminescence, HEK293, lit1-tk-luc reporter. HEK293 hcDAF-12 lit1-tk-luc reporter; 0% DMSO, 100% Δ7-dafachronic acid. 370,000 tested, 1.4% active. activation, % at 6.8 µM. AID 652067, 2013;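 active = activation above the mean of all tested compounds plus 3 SD, cut at about 5.5% in these data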;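 note: 100% = response to 3 µM Δ7-dafachronic acid high control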
# hgDAF-12 ag = H. glycines DAF-12 receptor agonists, primary screen, cell-based, luminescence, HEK293, GAL4 fusion, UAS-luciferase | 370,000 tested, 1.8% active | HEK293 GAL4-hgDAF12 UAS-luciferase reporter, agonist luminescence; normalized to butyrate control | Nuclear hormone receptor DAF-12 (Heterodera glycines), GAL4 fusion | activation, % at 6.8 µM;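 active = activation above a cutoff set at the mean of all screened compounds plus 3 SD, cut at about 10% in these data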;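 note: 0% = DMSO wells and 100% = sodium butyrate wells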
# HGIII-sPLA2 inh = human group III sPLA2 inhibitors, primary screen, biochemical, QFRET, BODIPY PC-A2 liposome substrate | Group 3 secretory phospholipase A2 (Homo sapiens), Q9NZ20 | QFRET BODIPY PC-A2 liposome hydrolysis, fluorescence | inhibition, % at 12.2 µM | 370,000 tested, 0.56% active | AID 743126, 2013;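 active = inhibition above mean plus 3 SD of compounds lying within the high and low control bounds, cut at about 19% in these data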;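 note: 0% = median of test compound wells and 100% = no enzyme DMSO wells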
# Target sequence (Q9NZ20 whole entry, looked up): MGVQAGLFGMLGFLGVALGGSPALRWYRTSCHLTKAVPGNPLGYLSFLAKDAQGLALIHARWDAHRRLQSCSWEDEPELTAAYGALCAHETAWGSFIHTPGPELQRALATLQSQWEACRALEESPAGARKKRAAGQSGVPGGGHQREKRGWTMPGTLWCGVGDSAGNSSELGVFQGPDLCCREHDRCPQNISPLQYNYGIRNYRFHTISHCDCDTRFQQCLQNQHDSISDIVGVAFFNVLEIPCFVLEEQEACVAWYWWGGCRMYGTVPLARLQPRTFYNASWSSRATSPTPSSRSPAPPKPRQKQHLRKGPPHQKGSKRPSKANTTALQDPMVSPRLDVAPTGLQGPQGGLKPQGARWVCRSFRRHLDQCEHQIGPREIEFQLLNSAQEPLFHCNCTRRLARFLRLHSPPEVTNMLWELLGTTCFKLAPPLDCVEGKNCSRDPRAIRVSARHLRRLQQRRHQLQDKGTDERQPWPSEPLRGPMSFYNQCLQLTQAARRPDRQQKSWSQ
# DAX1 inh-1 = DAX1 (NR0B1) inhibitors on StAR promoter, primary screen, cell-based, luminescence, SF-1 (NR5A1), full-length DAX-1; inhibition, % at 6.8 µM; 370,000 tested, 1.1% active; HEK293T StAR-luciferase reporter, SF-1/DAX-1 repression relief; AID 652010, 2013;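 active = inhibition above the mean over all tested compounds plus 3 SD, cut at about 3.6% in these data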;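 note: 0% = DAX-1 cells with DMSO and 100% = cells lacking DAX-1 with DMSO; higher inhibition means more luminescence from relief of DAX-1 repression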
# GC-A act = GC-A stimulated cGMP production enhancers – HEK293 GC-A cells, cGMP TR-FRET, EC30 ANP, primary screen; Atrial natriuretic peptide receptor 1 (Homo sapiens), P16066; 0% at EC30 ANP, 100% saturating ANP; activation, % at 10 µM; 370,000 tested, 0.14% active; AID 1671463, 2021; in the data active = activation above about 40%
# GC-B act = human GC-B receptor activators, primary screen, HEK293 GC-B cells, cGMP TR-FRET, EC30 CNP; 370,000 tested, 0.11% active; AID 1920062, 2024; 0% at EC30 CNP, 100% saturating CNP; activation, % at 10 µM; Atrial natriuretic peptide receptor 2 (Homo sapiens), P20594;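 active = activation at 10 µM reaching about 35% in either raw or pattern-adjusted values, limit read from the data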
# SMARCA2 act = SMARCA2 (BRM) function activators, primary screen, cell-based, luminescence, high throughput | MG213 cells, MMTV-luciferase reporter, dexamethasone, overnight | activation, % at 9.1 µM | 370,000 tested, 1% active; in the data active = activation above about 7.8%;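 note: 0% = vehicle wells and 100% = reference activator wells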
# ssDAF12 agonist = S. stercoralis DAF-12 nuclear receptor activators, primary screen, cell-based, luminescence, HEK293, GRIP1 co-expression, lit1-tk-luc | Nuclear hormone receptor DAF-12 (Strongyloides stercoralis) | HEK293 ssDAF-12/GRIP1 lit1-tk-luc reporter; % of 3 µM dafachronic acid response | activation, % at 6.8 µM | 370,000 tested, 1% active | AID 652126, 2013;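 active = activation above the mean over all tested compounds plus 3 SD, cut at about 0.9% in these data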;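 note: 0% = DMSO-only wells and 100% = 3 µM delta7-dafachronic acid wells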
# GAA850 FXN act = FXN promoter activators, primary screen, cell-based, luciferase luminescence, HEK293 lucGAA850; HEK293 lucGAA850 FXN promoter luciferase reporter, 24 h; percent of 10 µM SAHA response; activation, % at 6 µM; 360,000 tested, 0.56% active;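 active = activation above the average of all compounds screened plus 3 SD, cutoff fixed separately per campaign, cut at about 7.5% in these data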;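 note: 0% = DMSO wells and 100% = 10 µM SAHA wells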
# DAX1 inh-2 = DAX1 (NR0B1) inhibitors, primary screen, cell-based, HEK293, Gal4-DAX1, luciferase luminescence; Nuclear receptor subfamily 0 group B member 1 (Homo sapiens), P51843; AID 504766, 2011; 340,000 tested, 0.99% active; inhibition, % at 6.75 µM; HEK293 Gal4-DAX1 luciferase reporter;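 active = inhibition above the mean over all tested compounds plus 3 SD, cut at about 4.2% in these data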;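 note: 0% = DAX1-transfected cells with DMSO and 100% = empty-vector control cells with DMSO; inhibition shows as a rise in luminescence from relieved DAX1 repression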
# Target sequence (P51843 207-470 limits assumed): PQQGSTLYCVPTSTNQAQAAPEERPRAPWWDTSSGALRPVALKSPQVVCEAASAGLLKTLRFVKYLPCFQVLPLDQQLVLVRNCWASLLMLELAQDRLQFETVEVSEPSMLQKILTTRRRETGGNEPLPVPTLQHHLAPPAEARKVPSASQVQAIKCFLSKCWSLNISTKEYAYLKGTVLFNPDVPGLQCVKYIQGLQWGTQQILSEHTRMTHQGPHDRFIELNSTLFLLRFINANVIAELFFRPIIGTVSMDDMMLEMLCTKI
# proKLK7 act = proKLK7 zymogen activators, primary screen, biochemical, fluorescence intensity | Kallikrein-7 (Homo sapiens), P49862 | purified proKLK7, EDANS-DABCYL substrate fluorescence; 100% is mature enzyme control, 0% vehicle | activation, % at 7 µM | 370,000 tested, 0.9% active;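 active = activation above the mean of all tested compounds plus 3 SD, computed per campaign excluding outliers beyond control limits, cut at about 13% in these data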
# Target sequence (P49862 whole entry, looked up): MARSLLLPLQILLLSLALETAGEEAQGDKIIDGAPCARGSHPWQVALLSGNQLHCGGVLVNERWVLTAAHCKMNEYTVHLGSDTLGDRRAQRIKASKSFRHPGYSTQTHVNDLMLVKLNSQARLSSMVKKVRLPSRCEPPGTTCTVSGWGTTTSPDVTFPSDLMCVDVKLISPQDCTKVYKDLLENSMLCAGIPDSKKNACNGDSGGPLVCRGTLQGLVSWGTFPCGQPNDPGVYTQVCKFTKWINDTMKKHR
# The depositor's hits bear a star; / = not tested or not shown.
structure	HGIII-sPLA2 inh	GC-B act	hgDAF-12 ag	GC-A act	proKLK7 act	GAA850 FXN act	hcDAF-12 act	ssDAF12 agonist	SMARCA2 act	DAX1 inh-2	DAX1 inh-1
CCOC(=O)C1CCCN(C(=O)c2cccc(S(=O)(=O)N3CCCC3)c2)C1 (stereo not given)	2.9	4.4	-1.4	1.7	0.4	-0.4	-0.5	-0.9	-0.8	-0.4	-0.7
O=C(NCCc1ccccc1)c1ccc(-c2cccnc2)c2ccoc12	0.6	2.9	14.2*	3.2	0.1	2.7	1.3	0.7	0.9	/	4.3*
CCOc1ccc(C(=O)NC(C)CCc2ccccc2)cc1 (stereo not given)	2.5	0.2	-0.2	-2.6	-0.1	1.5	-0.4	-0.8	-2.9	-0.8	0.3
CC(=O)Nc1ccccc1OCc1cnc(Cl)s1	1.4	-8.2	1.7	3.0	0.4	0.7	-0.9	-1.1	-1.4	2.3	0.0
CCC(=O)N(C)C[C@@H]1Oc2cc(Br)ccc2S(=O)(=O)N([C@@H](C)CO)C[C@@H]1C	4.1	-11.9	-4.4	-27.1	0.6	1.7	0.4	-1.3	-3.0	-0.2	-0.3
O=C(NCCc1cccs1)C1CC(c2ccccc2F)=NO1 (stereo not given)	0.3	3.2	5.0	6.1	-0.6	1.5	2.3	0.1	3.6	0.3	0.5
CCc1ccc(CNCCSc2nnnn2C)cc1	14.2	5.9	5.5	3.8	-0.7	0.3	-0.2	-1.9	-1.8	0.8	-0.6
Cc1cccc(N(CC(=O)NC(C)(C)C)C(=O)CNC(=O)c2cccs2)c1	-0.3	-5.5	4.8	-1.6	-1.1	0.1	-3.1	-1.1	-1.0	0.2	-0.1
COc1cc2c(cc1OC)C(c1ccc(O)cc1)NCC2 (stereo not given)	-3.1	0.3	1.6	-2.4	0.7	-0.7	-1.9	-0.7	-3.5	2.5	0.6
C[C@H](C(=O)CC(=O)OC(C)(C)C)[C@H](O)c1ccccc1	-1.5	3.3	-1.5	1.8	-0.1	-0.1	0.2	-0.8	0.9	2.3	0.1
O=C(/C=C/c1ccc([N+](=O)[O-])cc1)N(c1ccccn1)C1CCCCC1	-4.0	0.4	-0.1	-4.3	-0.9	-1.2	-0.8	-1.1	-2.5	0.7	-1.1
O=C(CN1CCN(c2nc(-c3ccccc3)cs2)CC1)NCc1ccc2c(c1)OCO2	-15.5	-1.2	0.8	-4.4	0.5	3.5	0.1	-0.8	-6.1	0.0	0.1
CCOc1ccc(C(=O)CCC(=O)Nc2ncccc2O)cc1	-7.5	-0.5	0.9	-2.5	0.0	1.8	0.2	-0.1	-0.8	1.2	0.2
Cc1ccc(NC(=O)Nc2nc(-c3ccc(C)s3)cs2)cc1	-7.4	4.8	-2.1	0.0	0.4	0.6	-1.6	-1.7	-1.0	-1.0	-2.6
COCCCNC(=O)CCCn1c(=O)[nH]c2ccccc2c1=O	0.7	2.4	1.0	0.3	0.2	-1.6	0.3	-0.9	-2.6	-0.8	-0.3
COCCNC(=O)C(c1ccccc1F)N(C(=O)C(=O)NC1CCCC1)C1CCCCC1 (stereo not given)	-4.8	0.4	-1.2	-9.1	0.3	-1.6	-0.8	-1.8	0.9	-0.6	-0.8
CC1CCc2sc(C(=O)NNC(=S)NC3CC3)cc2C1 (stereo not given)	16.7	2.0	2.7	-1.3	0.0	3.2	0.2	-0.4	0.6	0.9	0.1
COC(=O)c1ccc2c(=O)n(CC3CCCO3)c(SCC(=O)Nc3ccccc3Cl)nc2c1 (stereo not given)	2.3	11.8	2.0	11.2	0.2	-0.8	-0.9	-0.7	-1.5	-1.6	-0.4
CCOc1ccc(S(=O)(=O)NCCSCc2ccco2)cc1	-13.7	-0.6	2.2	-0.8	0.2	2.6	1.6	-1.8	-0.3	0.4	-0.1
CCc1n[nH]c(=S)n1/N=C/c1cc(Br)c(OC)cc1OC	21.8*	-6.2	-0.6	-3.8	-0.1	3.1	0.1	-1.6	-0.9	-0.9	-0.5
O=C(Cn1c(SCC(=O)NC2CCCC2)nnc1-c1ccncc1)Nc1ccc2c(c1)OCO2	2.2	1.2	0.0	0.5	-0.1	0.5	-1.2	-1.3	0.7	-0.5	-1.1
CCCCCCCCCc1conc1C(=O)/C=C/c1ccco1	23.8*	-2.4	-0.8	-5.7	0.1	/	-0.2	-0.1	-6.3	/	0.2
Oc1ccc(C=NNC(=S)Nc2ccccc2)nc1	-47.2	-3.9	-5.5	-5.7	-1.8	-2.0	2.2	-1.1	-5.8	-2.9	-8.0
CN(CC(=O)Nc1ccccc1Cl)C(=O)c1ccc(-c2cccc(C(F)(F)F)c2)o1	-2.8	-0.9	-1.2	4.8	0.2	-0.5	-0.9	-1.4	-3.3	-0.1	-0.1
CCC(CC)C(=O)NCCc1cc2cc(C)c(C)cc2[nH]c1=O	0.0	-0.9	-1.6	-0.5	0.3	-1.9	1.3	-1.9	-1.4	1.4	-0.6
O=C(CN1C(=O)NC2(CCCC2)C1=O)Nc1cccc(C(F)(F)F)c1	-0.4	3.5	-0.7	-0.8	-0.8	0.2	2.0	-0.7	-1.8	1.1	-0.1
CCOC(=O)c1sc(NC(=O)CSc2nc(C)cc(-c3ccccc3)n2)c(C#N)c1C	2.6	7.2	1.3	0.9	-1.0	1.5	1.0	-0.9	-1.0	1.7	-0.3
CC(C)(C)C(C(=O)NCc1ccccc1)N1CCN(C(=O)C2CCCO2)CC1 (stereo not given)	4.3	8.6	1.2	3.1	0.1	/	-1.1	-0.2	3.5	/	0.6
CC1CCN(c2c(NCC3CCC(C(=O)N4CCc5ccccc5C4)CC3)c(=O)c2=O)CC1 (stereo not given)	14.1	-14.3	-1.1	-5.4	0.6	-1.8	-0.7	-1.4	-1.0	-1.2	-1.9
COC(=O)C1=C(C)N(CCC2=CCCCC2)C(=O)C1	-19.8	2.9	-1.1	-2.9	1.6	1.0	0.1	-1.2	0.8	0.6	-0.6
Cc1cc(C(=O)NCc2ccccc2)c(=O)[nH]c1C	-3.1	1.5	-2.3	-0.8	1.2	-1.7	-1.8	-1.0	0.1	0.1	-0.1
COC(=O)C1=C(C)N(C)C(=NCc2ccccc2C(F)(F)F)NC1c1cccc(F)c1 (stereo not given)	-13.0	-9.5	2.0	-10.2	-0.3	/	2.1	-1.7	1.0	/	-1.0
C[C@H](NS(=O)(=O)c1ccccc1)C(=O)OCC(=O)NC(=O)Nc1ccc2c(c1)OCCO2	-7.9	0.4	1.2	-1.7	-0.3	-1.4	1.3	-1.2	-0.2	2.0	-0.2
COCCNC(=S)N/N=C(\C)c1cc2ccccc2o1	14.3	2.5	2.7	3.4	-0.1	1.4	-0.4	-0.6	-3.0	0.1	0.0
COc1ccc(NC(=O)C2CC(=O)N/C(=N/N=C/c3ccco3)S2)cc1 (stereo not given)	-13.1	-5.0	-2.1	-3.1	0.2	-0.5	-1.1	-1.7	-3.9	/	-0.2
Cc1ccc(C)c(C(O)c2ncc(-c3cccc(F)c3)[nH]2)c1 (stereo not given)	3.2	-2.2	2.1	0.1	-0.6	-0.1	0.7	-1.0	-5.0	/	-0.5
CCc1nonc1NC(=O)c1oc2ccc(Br)cc2c1C	2.2	0.9	-2.7	1.4	0.0	0.7	-1.3	-0.8	0.1	0.4	0.7
O=C(Nc1cccc(C(F)(F)F)c1)c1ccc2nc(-c3ccco3)c(-c3ccco3)nc2c1	3.4	6.8	0.5	1.6	-0.4	1.8	-1.5	-0.9	-3.9	-1.4	0.4
CCOC(=O)c1sc(=S)n(-c2cc(F)ccc2F)c1N	10.8	-3.6	-0.7	1.3	0.2	0.3	-1.2	-1.4	-4.8	-0.1	-1.5
CCOC(=O)c1[nH]c(C)c(C(=O)C(C)C)c1C	-4.8	0.8	10.0	0.9	-0.4	8.8*	-1.5	-1.2	5.0	-0.1	1.0
O=C(COC(=O)c1ccc(CO)cc1)Nc1ccc(OC(F)F)cc1	1.4	4.2	3.1	7.0	-0.8	2.9	-0.2	-0.7	-2.1	-0.5	0.3
COc1ccc2c(c1)c(=O)oc1cc(OCC(=O)NCC3CCC(C(=O)O)CC3)ccc12 (stereo not given)	4.6	-13.9	0.8	-0.3	-0.8	2.4	-1.2	-0.7	0.1	0.7	-0.7
CC[C@H](C)C(N)c1cn([C@@H](CC(N)=O)C(=O)N2CCNCC2)nn1 (stereo not given in full)	0.4	7.9	-0.5	-1.7	-0.4	1.6	-2.4	-0.8	0.1	1.0	-0.1
S=c1[nH]nc(-c2ccc(Br)cc2)n1-c1ccc(Br)cc1	11.8	-7.3	-1.5	-2.3	0.5	1.4	0.0	-0.6	0.9	0.2	0.1
COc1ccc(OC(C)C(=O)NC2CCCCCC2)cc1 (stereo not given)	3.3	-1.9	-0.8	-2.3	0.3	-1.0	-1.6	-0.7	-0.8	0.7	-1.0
COc1ccc(N2C(=O)C3C(C2=O)C2C=CC3C23CC3)c([N+](=O)[O-])c1 (stereo not given)	-5.2	0.5	0.2	-2.3	0.3	0.3	3.5	-1.5	-0.4	1.6	-0.5
O=C(NNC(=S)Nc1ccc(F)cc1)c1cccc([N+](=O)[O-])c1	24.7*	2.7	1.4	-4.6	0.6	2.0	1.3	1.8*	-1.4	1.0	0.0
O=[N+]([O-])c1ccc(-n2ccnc2)cc1	-8.0	1.8	1.0	1.6	-0.5	3.2	-1.8	-2.1	-0.3	0.6	0.0
CCOCCCNC(=O)c1cc(-c2ccc(Br)s2)nc2ccccc12	-4.2	-16.9	0.5	-8.5	-8.8	-0.1	0.1	-0.7	0.7	-0.8	-0.3
COc1cccc(NC(=O)CCC(=O)Nc2cc(OC)c(NC(=O)c3cccs3)cc2OC)c1	-5.9	-4.1	-0.6	-0.6	-0.1	-2.6	0.2	-0.9	-1.8	1.5	-0.4
Cc1ccc2oc(=O)c3cc(C(=O)NCCCN4CCc5ccccc5C4)sc3c2c1	3.2	0.4	1.9	0.9	-6.0	-2.2	1.7	-1.0	-1.4	0.9	-0.8
COc1cc(OC)cc(-c2nc(=S)n3ccsc3n2)c1	1.2	-3.8	2.3	-7.6	-0.5	1.0	1.3	-0.4	-1.2	2.3	-0.3
